Screening results (PubChem)
GPR55 antagonists – GPR55 antagonists blocking LPI-driven arrestin recruitment, primary screen, imaging, U2OS, beta-arrestin-GFP, LPI agonist (AID 2013) | U2OS GPR55 beta-arrestin-GFP translocation imaging, LPI antagonism; higher % means a stronger effect | one-dose inhibition, % at 10 µM; IC50 in µM for titrated hits | hit rate 0.13% among 290,000;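 active = spots per cell inhibited over 60%, with over 100 cells counted and total cytoplasm intensity under 500,000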;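 note: U2OS cells stably carrying GPR55 and arrestin-GFP stimulated by 5 µM LPI near EC80; imaged beta-arrestin-GFP aggregate spots per cell after agonist stimulation; plate controls were LPI-stimulated DMSO wells for no effect and DMSO wells without LPI for full effect; some results filed as inactive read as strong as hits; confirmed hits need IC50 under 10 µM and bright autofluorescent wells are also inconclusive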
GPR55 activation – selective activators of receptor GPR55 – imaging, U2OS cells, beta-arrestin-GFP redistribution, primary screen (AID 1961); activation, % at 10 µM, or EC50 in µM where a hit was titrated; hit rate 0.048% among 290,000; U2OS GPR55 beta-arrestin-GFP redistribution imaging; higher % means a stronger effect;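 active = activation above 40% with more than 50 cells counted in the well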;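 note: U2OS osteosarcoma cells stably expressing GPR55 and beta-arrestin-GFP; plate controls were DMSO negative control for no effect and LPI positive control for full effect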
HIV peptide binding – inhibitors of HIV fusion peptide binding, primary screen, biochemical, uHTS, fluorescence dequenching (AID 1986). hit rate 0.3% among 290,000. inhibition, % at 20 µM, or IC50 in µM where a hit was titrated. cell-free peptide binding, fluorescence dequenching, 30 min; higher % means a stronger effect; in the data active = inhibition mostly above about 52%, no sharp cut-off; inactive = mostly below about 76%; note: some results filed as inactive read as strong as hits
KOR beta-arrestin-1 – kappa opioid receptor blockers – cell-based, luminescence, uHTS (AID 1778); KOR beta-arrestin recruitment, luminescence, antagonist mode; higher % means a stronger effect; one-dose inhibition, % at 10 µM; IC50 in µM for titrated hits; hit rate 0.091% among 290,000; note: strong numbers were not always called active
NOD1 NF-kB reporter – inhibition of NOD1-driven NF-kB reporter – cell-based, luminescence, uHTS, primary screen (AID 1578); NOD1-driven NF-kB luciferase reporter cells, luminescence; higher % means a stronger effect; inhibition, % at 4 µM; hits with a dose series show EC50 in µM; hit rate 1% among 290,000; in the data active = inhibition mostly above about 36%, no sharp cut-off; inactive = mostly below about 34%;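 note: HEK-293T reporter cells stimulated with the NOD1 agonist gamma-tri-DAP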
NOD2 inhibition – NOD2 signaling inhibitors, cell-based, luminescence, uHTS, HEK293 (AID 1566); HEK293 NOD2/NF-kB luciferase reporter, luminescence; higher % means a stronger effect; inhibition, % at 4 µM, or EC50 in µM where a hit was titrated; hit rate 0.63% among 290,000; note: many of its hits are not listed in these tables
Myeloid diff 2 – myeloid differentiation induction. calls only at 10 µM. ER-HoxA9 myeloid progenitors, lysozyme-GFP differentiation, flow cytometry. hit rate 1% among 360,000;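 active = normalized GFP-positive differentiation at or above the plate's own cutoff, the solvent-only control mean plus 3 SD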;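 note: cells exposed to compound for four days before flow analysis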
GPR35 antagonists – GPR35 antagonists blocking zaprinast-driven arrestin recruitment, primary screen, imaging, U2OS, beta-arrestin-GFP, zaprinast agonist (AID 2058); hit rate 0.052% among 290,000; U2OS GPR35 beta-arrestin-GFP translocation imaging, zaprinast antagonism; higher % means a stronger effect; inhibition, % at 10 µM; hits with a dose series show IC50 in µM;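 active = inhibition of at least 50% with at least 30 cells and total cytoplasm GFP at most 10,000,000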
KOR beta-arrestin-2 – KOR agonists, beta-arrestin recruitment, primary screen, cell-based, luminescence, uHTS (AID 1777) | KOR beta-arrestin recruitment, luminescence; higher % means a stronger effect | activation, % at 10 µM; hits with a dose series show EC50 in µM | hit rate 0.02% among 280,000; in the data active = activation above about 50%, passing the limit was not always enough; note: a part of the inactive calls stands beside numbers as strong as those of hits
Myeloid diff 2 GFP+ MAC1+ % – recorded beside Myeloid diff 2, whose call it bears; GFP+ MAC1+ double positive, %; measured here: differentiation confirmed by MAC1 staining
* = called active by the depositor; i = inactive; / = not tested or not shown; [ ] = dose if it differs, or a comment. Cut-off read from the data, not from the text of the source, unless noted: active = inhibition above about 50%; inactive = the rest. This is a subset; count on the stated rates, not on these rows.

Structure | NOD1 NF-kB reporter | NOD2 inhibition | Myeloid diff 2 | KOR beta-arrestin-2 | Myeloid diff 2 GFP+ MAC1+ % | GPR55 activation | KOR beta-arrestin-1 | GPR55 antagonists | HIV peptide binding | GPR35 antagonists
CC(C)(/C=N/O)/[N+]([O-])=C/C=[N+](\[O-])C(C)(C)/C=N/O | -2% | 5% | i | -7.3% | 0.7 | -0.1% | -25% | -6% | -3.6% | -14%
O=C(Cn1cnc2c(nnn2Cc2ccccc2F)c1=O)N1CCN(c2ccccc2)CC1 | -17% | 16% | i | 12% | 7.3 | -0.3% | 36% | 2% | 0.4% | 4%
CC(C(=O)N1CCCCC1)N1C(=O)c2ccccc2C1=O (stereo unspecified) | -10% | -16% | i | 1.5% | 0.9 | 0.0% | 30% | -5% | -0.5% | -3%
Cc1cccc(C(=O)Nc2c(C(=O)N(C)C)cnn2-c2ccccc2)c1 | -5% | 2% | i | 8.1% | 0.1 | 0.0% | -22%[20 µM] | -5% | -1.4% | -4%
O=C(CCNS(=O)(=O)c1ccc(Br)cc1)NCCc1ccccc1 | -43% | 1% | i | 5.4% | 0.0 | 0.2% | -59% | -7% | 0.0% | 0%
COc1ccc(C(=O)N(CC2CCCO2)C(C(=O)NC2CCCC2)c2ccc(Cl)cc2)cc1OC (stereo unspecified) | -10% | 7% | i | -3.0% | 2.2 | -0.4% | 23% | 16% | 0.2% | 8%
Cc1c(C)c2cc(Cl)c(OC(C)C(=O)NCCN3CCOCC3)cc2oc1=O (stereo unspecified) | -29% | 13% | i | -4.6% | 1.0 | 0.3% | 5% | 10% | -1.4% | 12%
CCNC(=O)NC(=O)c1csc([N+](=O)[O-])c1 | -14% | -6% | i | 3.0% | 0.8 | -0.1% | -16% | -5% | -0.1% | 4%
O=C(COC(=O)c1sc2cc(Cl)ccc2c1Cl)Nc1ncc(Cl)cc1Cl | -11% | 17% | / | 35% | / | -0.1% | -397%[20 µM] | -2% | -0.7% | -20%
O=C(COC(=O)c1cccnc1Cl)NCc1ccco1 | -26% | -14% | i | 1.2% | 0.8 | 0.5% | -18% | 4% | 13% | -10%
CN(C)/C=C(/C(=O)c1ccc(Cl)cc1)n1cncn1 | -34% | 10% | i | -1.3% | 0.2 | -0.3% | 8% | 10% | 0.4% | -7%
CCOC(=O)C1(Cc2ccccc2)CCN(Cc2cc(=O)c3ccccc3[nH]2)CC1 | -4% | 8% | i | / | 0.6 | 0.2% | -64%[20 µM] | 8% | -0.9% | 4%
COc1cc(/C=N/NC(N)=S)ccc1OCC(=O)N1CCOCC1 | -22% | 5% | i | -4.6% | 0.9 | -0.1% | 13% | 12% | 0.6% | -10%
Cc1ccc(-n2ncc3c(=O)n(CC(=O)NC4CCCC4)cnc32)cc1C | -10% | 7% | i | -2.3% | 1.0 | 0.0% | 22% | 19% | 1.1% | -2%
NC(=O)CC(NC(=O)Cc1ccc(Br)cc1)c1ccc(N2CCN(c3ccc(F)cc3)CC2)c([N+](=O)[O-])c1 (stereo unspecified) | -6% | 8% | i | -3.1% | 0.8 | -0.1% | 18% | 8% | -2.2% | -13%
O=[N+]([O-])c1ccc(NNC(=S)Nc2ccc(F)cc2)cc1 | -1% | -41% | i | -3.3% | 2.2 | -0.4% | 32% | 6% | -1.4% | 0%
CC(=O)Nc1ccc2[nH]c(C)cc(=O)c2c1 | -8% | 6% | i | 1.3% | 1.8 | -0.1% | -40% | -12% | 0.4% | 5%
COc1ccc(NC(=O)c2cnc(SC)nc2)cc1 | -26% | -20% | i | -2.1% | 0.2 | 0.3% | -7% | -20% | 1.5% | -4%
CCCCC(=O)Nc1cccc(C(C)O)c1 (stereo unspecified) | -45% | -14% | / | 0.7% | / | 1.0% | -14% | 7% | 0.5% | 3%
CC1(C)Cc2c(C#N)c(NCCO)nc(-c3ccco3)c2CO1 | 1% | 0% | i | 0.2% | 0.4 | 0.2% | 30% | -10% | 2.8% | -10%
COc1ccccc1C(=O)NC(CCSC)C(=O)OCC(=O)c1ccc[nH]1 (stereo unspecified) | -7% | 12% | i | 1.8% | 2.0 | 0.0% | -7% | 5% | 4.2% | 7%
COc1cccc(C2c3c(oc4ccccc4c3=O)C(=O)N2CCCN(C)C)c1OC (stereo unspecified) | 19% | 8% | i | 5.2% | 0.8 | -0.1% | 34% | 10% | -2.2% | 17%
CCCP(=O)(CC(=O)O)c1ccccc1 (stereo unspecified) | -5% | 4% | i | -1.3% | 0.5 | -0.3% | 20% | 8% | 0.8% | 8%
COc1ccc(-c2ccc(=O)n(Cc3c(F)cccc3Cl)n2)cc1 | 0% | -10% | i | -3.9% | 0.4 | 0.3% | 34% | 0% | -0.5% | -6%
CC(=O)N(C(C)=O)C1=C(C#N)C2(CCCCC2)Cc2ccccc21 | 4% | 5% | i | 0.7% | 0.5 | -0.1% | 14% | 20% | 4.3% | 11%
O=C(c1ccc(C(=O)N2CCOCC2)nc1)N1CCOCC1 | -18% | -10% | i | 1.5% | 0.4 | -0.1% | 34% | 3% | -0.2% | -1%
O=C(N/N=C/c1ccccc1F)c1cc2c(ccc3ccccc32)o1 | -30% | -2% | i | -1.6% | 1.1 | -0.2% | -26% | 9% | 19% | 2%
O/N=C(\c1ccc2c(c1)OCCO2)C1CCCCC1 | -20% | 8% | i | 1.2% | 0.5 | -0.2% | 3% | 3% | 0.7% | -11%
O=C(CSc1ccc(Cl)cc1)Nc1cccc(NC(=O)c2ccco2)c1 | -6% | 7% | i | 2.1% | 9.2 | -0.1% | -10% | -1% | 11% | 8%
Nc1c(C(=O)c2ccc(Br)s2)oc2ccccc12 | -44% | -30% | i | -3.2% | 1.1 | -0.3% | -16% | -3% | 2.9% | -7%
O=C(N/N=C/c1cc2c(cc1Cl)OCO2)c1cc(-c2ccccc2)n[nH]1 | -14% | 4% | i | -1.4% | 1.7 | -0.2% | 15% | 19% | 0.4% | -20%
O=C(COC(=O)c1ccc([N+](=O)[O-])s1)NC(=O)NCc1ccccc1 | -42% | 9% | i | -4.3% | 1.1 | 1.0% | -45% | -12% | -2.7% | -7%
Cc1ccc(S(=O)(=O)N(C)C)cc1NC(=O)CSc1nnnn1-c1ccc(O)cc1 | 0% | 27% | i | -0.1% | 0.6 | -0.2% | 21% | -5% | -2.7% | 4%
CC(Cc1cccs1)NC(=O)Nc1cccc(Cl)c1 (stereo unspecified) | -8% | -22% | i | 8.6% | 3.0 | -0.1% | -75% | -7% | 0.4% | 1%
CCN(CC)CCn1c2ccccc2c2nc3ccccc3nc21 | -53% | -68% | / | 0.8% | / | -0.1% | -30%[20 µM] | 10% | 2.9% | 11%
Cc1ccc(CCNC(=O)CN(C)S(=O)(=O)c2ccc3c(c2)c(=O)n(C)c(=O)n3C)cc1 | 15% | 13% | i | -0.4% | 2.7 | -0.1% | 36% | 2% | -2.8% | -4%
CC(C)OC(=O)C1C(=O)CC(C)(O)C(C(=O)OC(C)C)C1c1ccc(F)cc1 (stereo unspecified) | -4% | -16% | i | -6.1% | 3.0 | -0.2% | -32% | -11% | -0.8% | 4%
O=C(CN1CCN(Cc2ccccc2Cl)C1=O)NCCCN1CCOCC1 | -7% | 3% | i | -2.7% | 0.4 | 1.0% | 25% | 4% | -1.7% | 1%
CCN(CC(=O)Nc1ccc(OC)cc1)C(=O)CCS(=O)(=O)c1ccc(C)cc1 | -10% | 16% | i | 1.3% | 1.9 | -0.1% | -17% | 5% | -1.7% | 2%
COc1ccc(/C=C2\N=C(SC)N(C)C2=O)cc1 | 4% | 12% | i | 2.0% | 7.3 | -0.1% | -19% | 18% | -3.1% | -1%
O=C(CSc1nnc(NC(=O)c2ccccc2Cl)s1)Nc1ccc2c(c1)oc1ccccc12 | -32% | -74% | / | 0.6% | / | 0.4% | -12% | 6% | -0.1% | -9%
CN(C)Cc1c(O)ccc2c(=O)c(-c3ccccc3Cl)c(C(F)(F)F)oc12 | -9% | -5% | i | 4.7% | 0.3 | -0.2% | -7% | 0% | -0.4% | 10%
COc1ccc(CN(CC(=O)NCc2ccco2)C(=O)CCC(=O)Nc2nccs2)cc1 | -21% | -1% | i | 0.1% | 0.5 | -0.3% | -29% | 0% | 1.6% | -1%
CC(Oc1ccccc1Cl)C(=O)N(Cc1cccs1)C1CCS(=O)(=O)C1 (stereo unspecified) | 50% | 9% | i | -2.9% | 5.4 | -0.1% | -16%[20 µM] | 4% | 0.7% | 18%
Cn1nnnc1SCc1ccc([N+](=O)[O-])cc1 | -19% | 0% | i | -0.1% | 0.7 | -0.4% | -26% | 6% | 2.1% | 22%
Cc1cc(OCCOCCN2CCCC2)ccc1C(C)C | -28% | -3% | i | -3.3% | 0.4 | -0.1% | 4% | 14% | -2.6% | -5%
CC(c1ccccc1)N1C(=O)NC(NC(=O)C(C)(C)C)(C(F)(F)F)C1=O (stereo unspecified) | -25% | 18% | i | 5.1% | 0.4 | -0.4% | / | 15% | 2.1% | -10%
COc1ccc(CN2C(=O)c3ccccc3C2C(=O)NC2CCCC(C)C2C)c(OC)c1 (stereo unspecified) | -10% | -8% | i | -3.2% | 1.5 | 0.1% | 18% | 15% | 3.4% | 9%
O=[N+]([O-])c1cc(C(F)(F)F)ccc1Sc1ccccn1 | -2% | -5% | i | 0.0% | 0.4 | -0.5% | 93% | 3% | 0.2% | 11%

3 structures already listed, sorted by number of heavy atoms, ascending:
Structure | NOD1 NF-kB reporter | NOD2 inhibition | Myeloid diff 2 | KOR beta-arrestin-2 | Myeloid diff 2 GFP+ MAC1+ % | GPR55 activation | KOR beta-arrestin-1 | GPR55 antagonists | HIV peptide binding | GPR35 antagonists
O=C(COC(=O)c1ccc([N+](=O)[O-])s1)NC(=O)NCc1ccccc1 | -42% | 9% | i | -4.3% | 1.1 | 1.0% | -45% | -12% | -2.7% | -7%
CN(C)Cc1c(O)ccc2c(=O)c(-c3ccccc3Cl)c(C(F)(F)F)oc12 | -9% | -5% | i | 4.7% | 0.3 | -0.2% | -7% | 0% | -0.4% | 10%
Cc1ccc(CCNC(=O)CN(C)S(=O)(=O)c2ccc3c(c2)c(=O)n(C)c(=O)n3C)cc1 | 15% | 13% | i | -0.4% | 2.7 | -0.1% | 36% | 2% | -2.8% | -4%
